Screening results: PubChem BioAssay, National Center for Advancing Translational Sciences (NCATS)
TDP1 cell CPT: DT40-hTDP1 cell growth loss with CPT; Potency, µM (highest dose often 46.2 µM), for inactives: at the highest dose activity change, negative = growth inhibition, usual class: inhibitors; chicken DT40 Tdp1-/-;hTDP1 cells + 20 nM CPT, ATP luminescence, 48 h; hit rate 12% among 420,000; AID 686979; further: nearly all actives have a fitted effect of over 55% in size
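Chicken DT40 Tdp1-/- cells stably complemented with human TDP1 were seeded at 400 cells/well in medium containing 20 nM camptothecin, exposed to pin-transferred compounds, and grown at 37 °C for at least 48 hr. Viability was read as ATP luminescence.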
TDP1 cell noCPT: qHTS for Inhibitors of human tyrosyl-DNA phosphodiesterase 1 (TDP1): qHTS in cells in absence of CPT; DT40 Tdp1-/- hTDP1 cells, no CPT, ATP luminescence, 48 h; Potency, µM (highest dose often 46.2 µM), without a hit: at the highest dose activity change, negative = growth inhibition, hits mostly inhibitors; hit rate 15% among 420,000; further: nearly all actives have a fitted effect of over 55% in size
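Stably hTDP1-transfected Tdp1-null chicken DT40 cells were treated with library compounds minus camptothecin and grown for at least 48 hr at 37 °C, after which cellular ATP was quantified by luminescence.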
TDP1 inh: blocks human tyrosyl-DNA phosphodiesterase 1; Q9NUW8; recombinant TDP1, AlphaScreen DNA substrate cleavage; Potency, µM (series often up to 130 µM), for inactives: top-dose activity change, negative = inhibition, hits mostly inhibitors; hit rate 0.28% among 350,000; AID 485290; further: nearly all actives have a fitted effect of over 40% in size
Target sequence (Q9NUW8 whole entry, looked up): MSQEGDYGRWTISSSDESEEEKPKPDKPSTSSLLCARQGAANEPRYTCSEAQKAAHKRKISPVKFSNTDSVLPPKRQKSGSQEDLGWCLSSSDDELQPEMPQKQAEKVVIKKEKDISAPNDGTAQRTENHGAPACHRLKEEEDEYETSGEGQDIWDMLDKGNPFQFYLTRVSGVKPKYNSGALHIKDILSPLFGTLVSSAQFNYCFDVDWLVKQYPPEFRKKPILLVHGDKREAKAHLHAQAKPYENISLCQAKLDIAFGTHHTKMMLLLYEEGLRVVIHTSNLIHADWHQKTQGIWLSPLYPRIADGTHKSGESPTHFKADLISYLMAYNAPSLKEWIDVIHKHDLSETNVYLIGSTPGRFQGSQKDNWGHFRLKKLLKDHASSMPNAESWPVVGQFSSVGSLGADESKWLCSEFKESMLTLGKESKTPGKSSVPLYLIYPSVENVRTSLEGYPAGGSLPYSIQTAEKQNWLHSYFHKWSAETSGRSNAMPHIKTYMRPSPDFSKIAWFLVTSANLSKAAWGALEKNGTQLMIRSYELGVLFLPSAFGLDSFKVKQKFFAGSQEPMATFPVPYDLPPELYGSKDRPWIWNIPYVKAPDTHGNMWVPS
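Enzyme-compound mixtures sat 15 min at room temperature, followed by a 5 min reaction with 15 nM final substrate and 10 min with AlphaScreen beads. Recombinant human Tdp1 was used at 1 nM final.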
Numbers without * were called inactive; ? = inconclusive; · = no result given; & = joins results of further samples; [ ] = remark or other dose. The call rests on the fitted dose curve; in most records, active means well fitted curve in the direction sought with a large enough effect; inconclusive means small, poorly fitted or top-dose-only effect, or another doubt; inactive means no such curve, though single readings can be large; an effect the other way counts as inactive or inconclusive. On the % scale 0 is the no-effect control and ±100 the full control effect; potency means the concentration at half of the fitted maximal effect.

item	SMILES	TDP1 cell CPT	TDP1 cell noCPT	TDP1 inh
1	Cc1ccc(C2C(C(=O)O)c3ccccc3C(=O)N2C)c(C)c1 (stereo not drawn)	-5%	0%	0%
2	CC1=C(C(N)=O)C(c2ccccc2)n2nc(-c3cccc(C)c3)nc2N1 (stereo not drawn)	-3%	-5%	4%
3	CCSc1nc(=O)n(-c2ccccc2)c(C)c1C(C)=S	5%	-14%	2%
4	O=C1C(Cc2ccc(O)cc2)NC(=S)N1Cc1ccccc1 (stereo not drawn)	-3%	10%	8%
5	O=C(N/N=C/c1ccc(O)c(O)c1)c1ccc(CSc2cccc3cccnc23)cc1	?	8.2µM*	7%
6	CSc1nnc(Cn2c(=O)sc3ccccc32)n1-c1ccccc1	21µM*	21µM*	9%
7	CCCN1CCN(C(=O)c2nn(-c3ccc(OC)cc3)c(=O)c3c2c2ccccc2n3C)CC1	?	?	0%
8	CN(CC(=O)Nc1ccc(F)cc1)c1ccc(S(=O)(=O)N2CCCC2)cn1	?	?	0%
9	Cc1ccc(-n2nc(C(=O)NCc3ccco3)c3c4ccccc4n(C)c3c2=O)cc1	?	?	0%
10	CCCCNC(=O)CCn1c(=O)c2ccccc2n(Cc2cc(C)ccc2C)c1=O	?	11%&-15%	-4%&0%
11	COc1cc(OC)c(C(=O)OCC(=O)NCCC2=CCCCC2)cc1OC	-19%	-20%	-1%
12	COc1ccc(OC)c(NC(=O)CSC2=Nc3ccccc3C3=NC(CCC(=O)NC4CCCCC4)C(=O)N23)c1 (stereo not drawn)	0%	-27%	4%
13	CC(=O)Nc1ccc(S(=O)(=O)N(C)CC(=O)Nc2ccccc2N2CCOCC2)cc1	2%	-21%	2%
14	O=C(Cn1cc(C(F)(F)F)cc(Cl)c1=O)NCCc1ccccc1	0%	-7%	3%
15	Cc1cccc(C(=O)NC2CCN(CC(=O)Nc3cccc(Cl)c3)CC2)c1	?	?	·
16	Cc1ccc(-n2c(=O)c3cccnc3n2CC(=O)Nc2ccc(Br)cc2)cc1C	?	?	-5%
17	COc1ccc(S(=O)(=O)N(C)CC(=O)NCCC2=CCCCC2)cc1C	?	?	0%
18	Cc1c(NS(=O)(=O)c2ccc(Cl)c(C(=O)OCC(=O)NCc3ccco3)c2)c(=O)n(-c2ccccc2)n1C	?	-16%	3%
19	COc1ccc(C(OCC(O)CNCCc2ccc(S(N)(=O)=O)cc2)c2ccc(OC)cc2)cc1 (stereo not drawn)	?	?	·
20	CN(C)c1ccc(P(=O)(Nc2cccc(C(F)(F)F)c2)N2CCOCC2)c(NC(=O)c2cccs2)c1 (stereo not drawn)	-43%	?	8%
21	CCCCN(CC(=O)Nc1c(C)cccc1CC)C(=O)SCC	-29%	-13%	2%
22	CNC(=O)N1c2ccccc2C=Cc2ccccc21	-13%	-7%	·
23	O=C(Nc1ccccc1)N1CCC(C(=O)N2CCCC(C(F)(F)F)C2)CC1 (stereo not drawn)	3%	-18%	4%
24	CC(C)Cn1c(=O)c2ccccc2n2c(CCC(=O)N3CCN(c4cccc(Cl)c4)CC3)nnc12	10µM*	7.3µM*	-5%
25	Cc1c(C(=O)O)sc(S(=O)(=O)N2CCN(C(=O)Cc3ccccc3Cl)CC2)c1C(=O)O	10%	-22%	-1%[56.1 µM]

Seven compounds already listed, ordered by formula weight, rising:
item	SMILES	TDP1 cell CPT	TDP1 cell noCPT	TDP1 inh
1	Cc1ccc(C2C(C(=O)O)c3ccccc3C(=O)N2C)c(C)c1 (stereo not drawn)	-5%	0%	0%
21	CCCCN(CC(=O)Nc1c(C)cccc1CC)C(=O)SCC	-29%	-13%	2%
2	CC1=C(C(N)=O)C(c2ccccc2)n2nc(-c3cccc(C)c3)nc2N1 (stereo not drawn)	-3%	-5%	4%
17	COc1ccc(S(=O)(=O)N(C)CC(=O)NCCC2=CCCCC2)cc1C	?	?	0%
23	O=C(Nc1ccccc1)N1CCC(C(=O)N2CCCC(C(F)(F)F)C2)CC1 (stereo not drawn)	3%	-18%	4%
15	Cc1cccc(C(=O)NC2CCN(CC(=O)Nc3cccc(Cl)c3)CC2)c1	?	?	·
8	CN(CC(=O)Nc1ccc(F)cc1)c1ccc(S(=O)(=O)N2CCCC2)cn1	?	?	0%

More records follow:
item	SMILES	TDP1 cell CPT	TDP1 cell noCPT	TDP1 inh
26	Cc1cc(-c2n[nH]c(=S)n2Cc2ccco2)n(C)n1	19%	-15%	2%
27	Cc1ccc(-c2nc3ccccc3n2C(C(=O)NC(C)(C)C)C2CC2)cc1 (stereo not drawn)	21µM*	?	·
28	O=C1NC(c2ccccc2)=C(c2nc3ccccc3s2)C(c2ccccc2)N1 (stereo not drawn)	?	?	7%
29	CC(C)c1nc2n[nH]c(N)c2c2c1CSC(C)(C)C2	-19%	?	1%
30	COc1ccccc1NS(=O)(=O)c1cn(C)cn1	6%	2%	4%
31	COc1ccc(C(=O)NCc2cccnc2)cc1S(=O)(=O)N1CCCc2ccccc21	?	?	0%
32	O=C(C1Cc2ccccc2CN1S(=O)(=O)c1ccc(F)cc1)N1CCCCCC1 (stereo not drawn)	-25%	?	4%
33	COc1ccc2c(-c3ccccc3)cc3nnnn3c2c1	?	-27%	4%
34	NC(=O)C(c1ccccn1)c1ncc(C(F)(F)F)cc1Cl (stereo not drawn)	-22%	-3%	8%
35	Cc1ncc(CO)c2c1Oc1nc(-c3ccccc3)nc(SCC(=O)N3CCOCC3)c1C2	18µM*	10µM*	5%
36	OCc1ccc(N=Nc2ccccc2)cc1	17%	-3%	·
37	COc1ccc(C(=O)Nc2ccc(O)cc2C(=O)O)cc1	-4%	-14%	5%
38	O=C(N1CCN(CCO)CC1)N1c2ccccc2C=Cc2ccccc21	7%	?	4%
39	COc1ccccc1C1C2=C(CCCC2=O)N(CC(=O)O)C2=C1C(=O)CCC2	7%	-1%	0%
40	COc1ccc(-c2noc(N3CCC(C(=O)Nc4ccc(F)cc4)CC3)n2)cc1	3%	-26%	·
41	Fc1ccc(/C=N/n2c(C3CCCCC3)n[nH]c2=S)cc1	0%	0%	·
42	Cc1cccc(NC(=O)C(C)OC(=O)c2ccccc2NS(=O)(=O)c2cc(C)c(C)c([N+](=O)[O-])c2)c1 (stereo not drawn)	16µM*	?	5%
43	O=C1C2C3CCC(O3)C2C(=O)N1c1cccc(O)c1 (stereo not drawn)	-1%	22%	·
44	O=C(N/C=N/OCc1ccc(Cl)cc1Cl)NOCc1c(Cl)cccc1Cl	21µM*	23µM*	-5%
45	CCOC(=O)CSC1=C(C#N)C(c2ccccc2OCC)C(C#N)C(=O)N1 (stereo not drawn)	15µM*	18µM*	7%
46	COc1ccc(NC(=O)CCc2nc3ccccc3c(=O)[nH]2)cc1S(=O)(=O)N1CCCCC1	-26%	-26%	-5%
47	O=C(O)CCCN1C(=O)/C(=C/C=C/c2ccco2)SC1=S	-22%	?	4%
48	COc1ccc(CC(=O)OCC(=O)NC2CCCC(C)C2C)cc1 (stereo not drawn)	-2%	-14%	0%
49	CCS(=O)(=O)N1CCC(C(=O)N2CCN(Cc3ccccc3)CC2)CC1	-1%	0%	-3%
50	Oc1c(C=Nc2cccc3nsnc23)ccc2ccccc12	?	-28%	5%

(next part)
item	SMILES	TDP1 cell CPT	TDP1 cell noCPT	TDP1 inh
51	Cc1cc(=O)[nH]c2[nH][nH]c(=O)c12	-11%	-1%	·
52	O=C(Nc1ccncc1)C1CCN(S(=O)(=O)c2ccc(Cl)c(C(F)(F)F)c2)CC1	16µM*	15µM*	0%
53	CC[C@]12C(=O)N(C)C[C@H]([C@@H]3C(=O)N(C)C(=O)[C@@H]31)N2C(=O)c1ccc(Br)cc1	14%	-13%	·
54	Cc1nn(C)cc1/C=C1\CCC/C(=C\c2cn(C)nc2C)C1=O	16µM*	?	5%
55	Nc1nc(SCC(=O)Nc2ncc(Cl)cc2Cl)n[nH]1	-7%	-21%	-20%
56	COc1cc2c(cc1OC)C(=O)N1[C@H]3c4ccccc4OC[C@@H]3[C@H](c3ccccc3)[C@]1(C)C(=O)N2	?	15µM*	·
57	Cc1ccnc(NS(=O)(=O)c2ccc(NC(=O)c3oc4ccccc4c3C)cc2)n1	-8%	0%	3%
58	CC1CCN(C(=O)c2ccc3c(c2)NC(=O)CN3)CC1	-91%	?	9%
59	COC(=O)C1=NN(C(=O)c2ccc(Br)cc2)C(O)(C(C)(C)C)C1 (stereo not drawn)	2%	-10%	8%
60	COc1cc(/C=N\NC(=O)CNC(=O)c2cccc([N+](=O)[O-])c2)ccc1O	-2%	0%	2%
61	COCCn1c(=O)c(-c2ccccc2)nc2cnc(Oc3cccc(Cl)c3)nc21	?	-28%	·
62	O=C(Nc1ncc2c(n1)-c1ccccc1CC2)C1CC1	1%	-4%	6%
63	COc1ccc(S(=O)(=O)N(CCN2CCOCC2)Cc2cc(OC)ccc2OC)cc1	-13%	13µM*	9%
64	CC(C)(C)C(=O)OCOC(=O)[C@@H]1N2C(=O)[C@@H](NC(=O)[C@H](N)c3ccccc3)[C@H]2SC1(C)C	-15%[21.1 µM]	-6%[21.1 µM]	10%[21 µM]
65	CCn1c(SCC(=O)OC)nnc1-c1ccc(C)cc1	-5%	25%	5%
66	O=C(Nc1ccc(Cl)cc1)Nc1nnc(SCc2ccccc2)s1	?	?	0%
67	O=C(Nc1c(F)cccc1F)c1cnc(N2CCN(c3ccccn3)CC2)c2ccccc12	23µM*	23µM*	1%
68	N#Cc1ccc(Oc2ccc(-c3nc4ccccc4nc3-c3ccccc3)cc2)cc1C#N	9.2µM*	18µM*	-3%
69	COC(=O)c1c(OCc2ccccc2)cc(=O)n2c1CCN(Cc1cccc(C)n1)CC2	?	?	·
70	Cc1cc(C(=O)NCCc2ccccc2)c2cc(F)ccc2n1	-28%	?	3%
71	CC1Cc2ccccc2N1C(=O)c1nn(C)cc1Br (stereo not drawn)	-8%	-18%	5%
72	Cc1ccc(NC(=O)CN2C(=O)CCc3cc(S(=O)(=O)N4CCCCC4)ccc32)cc1C	?	21µM*	4%
73	CCOc1ccc(CCNC(=O)C2CCN(c3nn4c(=O)cc(C)nc4s3)CC2)cc1	-22%	-20%	4%
74	Cc1ccc(Nc2nnc(-c3ccc(C)c(S(=O)(=O)N4CCN(C)CC4)c3)c3ccccc23)c(C)c1	7.3µM*	6.5µM*	·
75	COc1ccc2c(C)cc(=S)[nH]c2c1	?	?	3%

Remaining list, next part.
item	SMILES	TDP1 cell CPT	TDP1 cell noCPT	TDP1 inh
76	CCCCNC(=O)c1onc(CSc2nc3ccccc3[nH]2)c1C(=O)NCCCC	?	?	·
77	O=C1CC(C(=O)Nc2ccccc2)C2(CCCC2)O1 (stereo not drawn)	-17%	5%	1%
78	COC(=O)c1ccccc1NC(=O)c1ccc2nccnc2c1	?	?	-4%
79	Cc1ccc(C(c2c(O)cc(C)n(Cc3ccco3)c2=O)N2CCC(C)CC2)cc1 (stereo not drawn)	2%	-13%	3%
80	Cc1cccc(NC(=O)CSCC(=O)Nc2ccccc2N2CCCCC2)c1	-28%	?	·
81	CCC1(C)Cc2c(C#N)c(N)sc(=S)c2CO1 (stereo not drawn)	-7%	-18%	-6%
82	Cc1ccccc1-n1c(SCC(=O)O)nc2sc3c(c2c1=O)CCCC3	-18%	-1%	·
83	N#Cc1cccnc1N1CCN(C(=O)COCC(=O)O)CC1	1%	-10%	4%
84	Cc1cc(F)ccc1NS(=O)(=O)c1ccc(-n2cccn2)cc1	15µM*	16µM*	6%
85	Cc1ccc(C(=O)Nc2cccnc2N2CCN(C)CC2)cc1	-1%	15%	-3%
86	Cc1cc(NC(=O)c2cc(Cl)ccc2Cl)ccc1-c1cc2ccccc2oc1=O	-20%	?	0%[12.3 µM]
87	N/C(=N\OC(=O)CC1CCCCC1)c1ccc([N+](=O)[O-])cc1	7%	-7%	1%
88	Cc1cccc(N2C(=O)N(Cc3cccc(C#N)c3)c3ccccc3S2(=O)=O)c1	?	?	-4%
89	COc1ccc(CN2CCNC(=O)C2CC(=O)N2CCCCO2)cc1OC (stereo not drawn)	4%	12%	·
90	CC(C)[C@H](NC(=O)NCCc1ccc(F)cc1)C(=O)O	2%	11%	1%
91	COc1cccc(NS(=O)(=O)c2ccc3[nH]cc(C(=O)NC4CCCCC4)c(=O)c3c2)c1	18µM*	18µM*	-2%
92	COc1ccc(C(=O)NC2CC(C)(C)Cc3occc32)cc1 (stereo not drawn)	-22%	?	3%
